# Source: PubChem BioAssay (The Scripps Research Institute Molecular Screening Center)
# SRC1 TRFRET art: flags TR-FRET format artefacts in PPARgamma SRC-1 recruitment agonist screen; TR-FRET detection artefact counter-screen, emission ratio; stronger effect = higher value; TR-FRET ratio at 8 µM; 0.34% of 99,000 active; AID 1051; in the data active = TR-FRET ratio above about 2300; note: inactives centre near 1800; reference of the scale not given here
# SRC3 TRFRET art: counter-screen for PPARgamma SRC-3 recruitment agonists: TR-FRET artefact. PPARgamma/SRC-3 format; stronger effect = higher value. TR-FRET ratio at 8 µM. AID 1048. 0.39% of 99,000 active; in the data active = TR-FRET ratio above about 2000; note: inactives centre near 1600; reference of the scale not given here
# * hit, by the source's call.
SMILES,SRC1 TRFRET art,SRC3 TRFRET art
COc1cc(C)ccc1N(CCCN1C(=O)c2cccc3cccc(c23)C1=O)C(=O)c1cccs1,1753,1774
CCCCNC(=O)N(c1c(N)n(Cc2ccccc2)c(=O)[nH]c1=O)C1CCCC1,1807,1366
CCC(Oc1ccccc1)C(=O)NC1C(=O)N2C1SC(C)(C)C2C(=O)O (centres undefined),1955,1539
O=C(O)C1CCCCC1C(=O)NCc1ccccn1 (centres undefined),2109,1500
CN1CCN(c2ccc(NC(=O)c3cccs3)cc2)CC1,1810,1447
NC(=S)N/N=C/c1ccccc1,1768,1470
COc1cc(NS(=O)(=O)c2ccc(NC(=S)NC(=O)c3sc4cc(F)ccc4c3Cl)cc2)nc(OC)n1,1771,1660
COCCn1c(=NC(=O)C2COc3ccccc3O2)sc2cc(S(N)(=O)=O)ccc21 (centres undefined),1830,1641
CCOC(=O)N1CCN(S(=O)(=O)c2cccc3nsnc23)CC1,1703,1528
CCC(=O)N1CCN(c2ccc(NC(=O)c3ccc(N4CCCC4)c([N+](=O)[O-])c3)cc2)CC1,1917,1726
Cc1ccc(-c2cc3nc(-c4ccc(Br)cc4)cc(N)n3n2)cc1,1865,1801
O=C(O)CCCCCCCCCCCc1ccccc1,1659,1366
COc1ccc(/C=N\NC(=O)c2ccc(=O)[nH]n2)cc1O,1561,1387
COC(=O)N/N=C/c1c(C)c(C(=O)c2ccc(F)cc2)n2ccccc12,1722,1594
C#CCOCCOCCOCCNc1nc(N2CCOCC2)nc(N2CCN(C(=O)[C@H](CCCCN)n3cc([C@@H](N)C(C)CC)nn3)CC2)n1 (some centres undefined),1797,1587
COc1cc(C)ccc1OCCCOc1c(Cl)cccc1Cl,1961,1382
O=C(Nc1ccc(O)cc1C(=O)O)c1cccc(Br)c1,1739,1494
O=C(Cn1c2c(c(-c3ccccc3)cc1=O)CCCC2)N1CCCCCC1,1846,1735
COc1ccc(C2Nc3ccccc3C(=O)N2NS(=O)(=O)c2ccccc2)cc1OC (centres undefined),1930,1475
CCN(CC)S(=O)(=O)c1cccc(-c2nnc(SCC(=O)N3CCC(C(=O)O)CC3)n2N)c1,1820,1533

# Full records, looked up by structure. Order of screens: SRC1 TRFRET art, SRC3 TRFRET art
# `CCOC(=O)N1CCN(S(=O)(=O)c2cccc3nsnc23)CC1` reads 1703, 1528
# `O=C(Nc1ccc(O)cc1C(=O)O)c1cccc(Br)c1` reads 1739, 1494

# Grouped by structure: the compounds so far with nitrogen in an aromatic ring (11)
SMILES,SRC1 TRFRET art,SRC3 TRFRET art
CCCCNC(=O)N(c1c(N)n(Cc2ccccc2)c(=O)[nH]c1=O)C1CCCC1,1807,1366
O=C(O)C1CCCCC1C(=O)NCc1ccccn1 (centres undefined),2109,1500
COc1cc(NS(=O)(=O)c2ccc(NC(=S)NC(=O)c3sc4cc(F)ccc4c3Cl)cc2)nc(OC)n1,1771,1660
COCCn1c(=NC(=O)C2COc3ccccc3O2)sc2cc(S(N)(=O)=O)ccc21 (centres undefined),1830,1641
CCOC(=O)N1CCN(S(=O)(=O)c2cccc3nsnc23)CC1,1703,1528
Cc1ccc(-c2cc3nc(-c4ccc(Br)cc4)cc(N)n3n2)cc1,1865,1801
COc1ccc(/C=N\NC(=O)c2ccc(=O)[nH]n2)cc1O,1561,1387
COC(=O)N/N=C/c1c(C)c(C(=O)c2ccc(F)cc2)n2ccccc12,1722,1594
C#CCOCCOCCOCCNc1nc(N2CCOCC2)nc(N2CCN(C(=O)[C@H](CCCCN)n3cc([C@@H](N)C(C)CC)nn3)CC2)n1 (some centres undefined),1797,1587
O=C(Cn1c2c(c(-c3ccccc3)cc1=O)CCCC2)N1CCCCCC1,1846,1735
CCN(CC)S(=O)(=O)c1cccc(-c2nnc(SCC(=O)N3CCC(C(=O)O)CC3)n2N)c1,1820,1533

# (further entries)
SMILES,SRC1 TRFRET art,SRC3 TRFRET art
COc1ccccc1C(=O)OCC(=O)c1cccc([N+](=O)[O-])c1,1735,1604
Cc1cccc(NC(=O)C2(c3cccs3)CCOCC2)n1,1709,1607
CCOc1ncccc1C(=O)N1CCN(S(=O)(=O)c2ccccc2)CC1,1999,1405
CC1Cc2ccccc2N1C(=O)CCS(=O)(=O)c1cccc2nonc12 (centres undefined),1497,1572
CC(=O)Nc1cc(ON=C(C)C)cc([N+](=O)[O-])c1,1923,1884
C=CCn1c(-c2cccnc2)n[nH]c1=S,1781,1601
CCOC(=O)NC(=O)C(=CNc1cccc(C)c1)C(=O)NC(=O)OCC,1787,1538
O=C(Nc1ccc(OC(F)(F)F)cc1)c1[nH]ncc1[N+](=O)[O-],2049,1664
Cc1ccc(NC(=O)Cn2ccc([N+](=O)[O-])n2)cc1Cl,1888,1549
COc1ccc(CCN=C(N)NS(=O)(=O)c2ccccc2)cc1,1776,1640
Clc1ccccc1C(c1ccccc1)(c1ccccc1)n1ccnc1,1624,1419
CCCCN1C(=O)C(O)=C(C(C)=O)C1c1ccccc1[N+](=O)[O-] (centres undefined),2102,1533
CCCOC(=O)c1c(NC(=O)CCC(=O)O)sc2c1CCCCC2,1962,1538
Cn1c(=O)cc(OCC(=O)NCCc2ccc(Cl)cc2)c2ccccc21,1744,1544
CCOc1ccc(NC(=O)CCC(=O)NNC(=O)COc2ccccc2C)cc1,1703,1536
O=C(/C=C/c1ccc(Cl)cc1)NCCc1ccccc1,1818,1621
CNC(=O)CN(c1cc(OCCOC)c(Cl)cc1Cl)S(=O)(=O)c1ccc(OC)cc1,1773,1765
COc1cc(NC(=O)CCN2CCN(c3ccccc3F)CC2)cc(OC)c1,1781,1563
O=S(=O)(Nc1ccc(O)c(Sc2nc3ccccc3s2)c1)c1ccc(F)cc1,1668,1439
NC(=S)n1[nH]c(-c2ccc([N+](=O)[O-])cc2)c(N=Nc2ccc(Cl)cc2)c1=O,1982,1507
O=C(O/N=C1\CCS(=O)(=O)c2sccc21)c1ccc(F)cc1,1694,1603
CC(=O)Oc1ccc2c(C)cc(=O)oc2c1C(=O)c1ccccc1,1703,1622
O=C(O)C1C2CCC(O2)C1C(=O)Nc1ccc(F)cc1 (centres undefined),1942,1537
COCCNC(=S)NN(c1ccccc1)c1ccccc1,1783,1494
CCOC(=O)N1CCC(N2Cc3cccc(C(=O)O)c3C2=O)CC1,1745,1561
C/C(=N\NC(=O)c1ccccn1)c1ccc(C(=O)O)s1,1736,1706
CC(c1nccs1)N(C)C(=O)CCc1nnc(Cc2c[nH]c3ccccc23)o1 (centres undefined),1937,1544
COc1ccc(OCC(=O)Nc2ccc(Cl)cc2)cc1,1865,1751
CCCNC(=O)CSc1nnc(-c2ccc(F)cc2)o1,1513,1536
O=C(N/N=C/c1cccnc1)C1CC1(c1ccccc1)c1ccccc1 (centres undefined),1623,1385
Cc1ccc(/C=C/C(=O)O)cc1S(=O)(=O)NCc1ccco1,1549,1523
C=CCC1(N(C(C)=O)c2ccccc2C)CCCCC1,1558,1323
OC(CNC1CCCCC1)CNC1CCCCC1,1852,1599
CCOC(=O)c1sc(NC(=O)CSc2n[nH]c(CC(C)C)n2)nc1C,1692,1565
Cc1nn(C(C)C)c(C)c1CN1CCCC(C(=O)c2cccc(OC(C)C)c2)C1 (centres undefined),1748,1594
COCc1cc(CN2CCCC(CNC(=O)c3ccc(F)cc3)C2)ccc1OC (centres undefined),1711,1439
Cc1cc(NC(=O)CSCC(=O)N(c2cccc(Cl)c2)C(C(=O)NC2CCCCC2)c2ccc(O)c(O)c2)no1 (centres undefined),2039,1414
O=C(O)c1ccc(NC2CC(=O)N(Cc3ccccc3)C2=O)cc1 (centres undefined),1742,1476
O=c1cc(N2CCN(c3ccccc3)CC2)[nH]c(=O)n1-c1ccccc1,1835,1496
CC1CC(=O)Nc2ccc([N+](=O)[O-])cc2N1C (centres undefined),1933,1579
Cc1c(C(=O)OCC(=O)Nc2cccc(S(N)(=O)=O)c2)oc2c1ccc1ccccc12,1852,1413
CCOc1ccc(C2c3[nH]c4ccccc4c3CCN2Cc2cn(CC)nc2C)cc1 (centres undefined),1707,1453
Clc1ccc(Cc2nc(-c3ccncc3)no2)cc1,1521,1503
O=S(=O)([N-]c1nc2ccccc2nc1-[n+]1ccccc1)c1ccc(F)cc1,1726,1652
O=C(NNC1CC(=O)N(c2cccc(Cl)c2)C1=O)c1cccnc1 (centres undefined),1684,1514
Cc1cc(C)c2nc3nc(C)cc(C)c3c(N)c2c1,2176,1688
Cn1ccnc1SCC(=O)n1c2c(c3ccccc31)CCCC2,1844,1554
Cc1ccc(NC(=S)/C(=C(\[O-])c2ccc(Cl)s2)[n+]2cccc(CO)c2)cc1C,1767,1527
COc1cc(CN2CCNC(=O)C2CC(=O)O)cc(OC)c1 (centres undefined),1858,1808
COC(=O)C(C)NC(=O)COc1ccc2ccccc2c1 (centres undefined),1672,1536
O=C(COC(=O)c1cccc(C(=O)OCC(=O)NCc2ccc(F)cc2)n1)NCc1ccc(F)cc1,1727,1384
COc1ccc(OC)c(NC(=S)NCc2ccccc2OC)c1,1944,1444
CC(C)[C@H](NC(=O)c1ccccc1Cl)C(=O)NC1CCCCCC1,1548,1442
CCCNC(=O)COC(=O)c1ccccc1C(=O)c1ccc(Cl)c([N+](=O)[O-])c1,1890,1642
Cc1ccc(Cn2nnc3c(=O)n(CC(=O)NCc4ccccc4)cnc32)cc1,1749,1477
CCOCCc1nnc(NC(=O)Cc2c(F)cccc2Cl)s1,1709,1524
Cc1cc(C)c(S(=O)(=O)Nc2ccccc2C(=O)OCC(=O)NCc2ccccc2)c(C)c1,1900,1754
O=[N+]([O-])c1ccc(/C=C/C2=NN(c3ccccc3)C(c3ccco3)C2)cc1 (centres undefined),1510,1443
COc1ccc(NC(=O)c2ccccc2S(=O)c2ccccc2C#N)cc1 (centres undefined),2002,1668
CC(C)N1C(=O)CCC1C(=O)NCc1ccccc1Cl (centres undefined),1883,1541
# (continued)
SMILES,SRC1 TRFRET art,SRC3 TRFRET art
C/C(N)=C(/C#N)C(=O)COC(=O)c1cc2c(s1)CCCC2,1929,1887
Cc1ccc2c(CC(=O)N3CCN(c4ccccc4)CC3)coc2c1,1682,1503
CCOC(=O)C1=C(C)NC(=S)NC1/C=C/c1ccccc1 (centres undefined),1508,1741
CCOC(=O)N1CCC(C(=O)Nc2ccc(OCC)cc2)CC1,1898,1579
O=[N+]([O-])c1cccc(S(=O)(=O)N2CCCCCC2)c1,1570,1657
CN(C)c1ccc(C2CC(=O)OC3=C2C(=O)CC(C)(C)C3)cc1 (centres undefined),1884,1429
Oc1ccc(N=Nc2ccc3c(c2)OCCO3)c2cccnc12,1646,1387
Cc1c(NC(=S)NC(NC(=O)C(C)C)C(Cl)(Cl)Cl)c(=O)n(-c2ccccc2)n1C (centres undefined),1849,1571
COc1ccc(Cl)cc1-c1nc(SCC(=O)N(C)C)n[nH]1,1961,1931
CSc1nc2ccccc2s1,1604,1536
COc1ccc(NS(=O)(=O)c2cc(NC(=O)/C=C/c3cccs3)ccc2N2CCOCC2)cc1,1643,1619
CCc1ccccc1NC(=S)N(Cc1ccco1)C(C)c1cccs1 (centres undefined),1938,1791
Cc1ccc2c(c1)C1CN(C)CCC1N2C(=O)c1cccc(S(=O)(=O)N2CC(C)CC(C)C2)c1 (centres undefined),1891,1604
N#C/C(=C\c1ccc(-c2cccc(C(F)(F)F)c2)o1)C(=O)Nn1cnnc1,1671,1342
CC(=O)Nc1ccc(C(=O)N/N=C/c2ccncc2)cc1,1810,1722
Cc1cccc(C(=O)NNC(=O)/C=C/C(=O)O)c1,1710,1697
O=C(COC(=O)C1CSC2(c3ccc(F)cc3)CCC(=O)N12)NC(=O)NC1CCCC1 (centres undefined),1640,1655
COCCCC1CCN(C(=O)CCc2nnc(CCCCc3ccccc3)o2)CC1,1813,1616
O=C(O)/C=C/c1ccc([N+](=O)[O-])o1,2014,1659
COC(=O)CC/C(O)=C1\C(=O)CC(C)(C)CC1=NCc1nc2ccccc2[nH]1,1891,1612
CN(C)CCP(=O)(c1ccccc1)c1ccccc1,1524,1579
Cc1cc(C)cc(-n2c(C)cc(/C=C3\C(=N)N4N=C(CC(C)C)SC4=NC3=O)c2C)c1,1854,1435
COc1ccc(-c2noc(=O)n2CC(=O)N2CCC(Cc3ccccc3)CC2)cc1,1811,1622
COc1ccc(N2C(=O)CS(=O)C(c3ccccc3)C2=O)cc1 (centres undefined),1872,1541
O=C(CSc1ncc(-c2ccccc2)[nH]1)Nc1ccccc1F,1739,1542
O=C(O)/C(=C/c1ccco1)c1ccccc1,2043,1617
CCCN(CCC)CCCNC(=S)Nc1ccc2nc(N3CCCC3)cc(C)c2c1,1557,1454
OCC[n+]1ccc(/C=C/c2c[nH]c3ccccc23)cc1,2018,1632
O=P(COCCCCCOCP(=O)(c1ccccc1)c1ccccc1)(c1ccccc1)c1ccccc1,1988,1800
Cc1ccccc1SC1CCN(Cc2nc(C3CC3)no2)CC1,1605,1233
CC(C)C(=O)NC(Nc1cccc([N+](=O)[O-])c1)C(Cl)(Cl)Cl (centres undefined),1553,1509
Cc1cc(C)cc(OCC(=O)Nc2ccc(S(=O)(=O)Nc3ccccn3)cc2)c1,1699,1571
O=C(c1ccc(S(=O)(=O)NCc2ccco2)cc1)N1CCCC1,1888,1517
COc1ccc(N(CC(=O)Nc2ccc3c(c2)OCO3)S(=O)(=O)c2ccc(C)cc2)cc1OC,1717,1654
O=C(CSc1nc2cc(S(=O)(=O)N3CCOCC3)ccc2o1)Nc1c(F)cccc1F,1488,1514
CC(=O)c1c(O)cc(O)cc1CC(=O)O,1690,1596
C#CCn1c(-c2ccccc2)ccc(C#N)c1=O,1654,1653
Cc1ccc(C)c(SCC(=O)OCC(=O)N2CC(C)OC(C)C2)c1 (centres undefined),1705,1533
CC(C)C(=O)N1CCN(c2nc(-c3ccc(Cl)cc3)cs2)CC1,1880,1547
CCCNC(=S)Nc1c(C)n(C)n(-c2ccccc2)c1=O,1890,1649
CN(C)C(=O)COc1ccc(Oc2ccccc2)cc1,1831,1507
O=CN(c1ccccc1)c1ccc2ccccc2c1,1619,1548
C=CCNC(=O)c1ccccc1CCc1ccccc1,1690,1448
COc1ccc2nc(N3C(=O)/C(=C/c4ccccc4)NC3=S)sc2c1,2006,1634

# This is a subset, so the mix of outcomes need not match the whole.
